# RTF Ca sens inh: cardiac RTF calcium desensitization | P19429+P45379 | IANBD-labeled cardiac RTF, Ca2+ fluorescence | inhibition, % at 7.15 µM | 340,000 tested, 0.12% active;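 active means inhibition above the mean inhibition of all tested compounds plus 3 SD, cut at about 17% in these data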;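 further: assay run at fixed EC70 calcium of 1.6 mM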
# DAGLB inhibitor: blocks human DAGLB lipase activity; Q8NCG7; HEK293T DAGLB membrane lysate, EnzChek fluorogenic substrate; inhibition, % at 5.17 µM; 340,000 tested, 0.059% active; AID 504411; in the data active means inhibition above about 34%;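 further: 0% = enzyme with vehicle and 100% = wells lacking enzyme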
# Target sequence (Q8NCG7 whole entry, looked up): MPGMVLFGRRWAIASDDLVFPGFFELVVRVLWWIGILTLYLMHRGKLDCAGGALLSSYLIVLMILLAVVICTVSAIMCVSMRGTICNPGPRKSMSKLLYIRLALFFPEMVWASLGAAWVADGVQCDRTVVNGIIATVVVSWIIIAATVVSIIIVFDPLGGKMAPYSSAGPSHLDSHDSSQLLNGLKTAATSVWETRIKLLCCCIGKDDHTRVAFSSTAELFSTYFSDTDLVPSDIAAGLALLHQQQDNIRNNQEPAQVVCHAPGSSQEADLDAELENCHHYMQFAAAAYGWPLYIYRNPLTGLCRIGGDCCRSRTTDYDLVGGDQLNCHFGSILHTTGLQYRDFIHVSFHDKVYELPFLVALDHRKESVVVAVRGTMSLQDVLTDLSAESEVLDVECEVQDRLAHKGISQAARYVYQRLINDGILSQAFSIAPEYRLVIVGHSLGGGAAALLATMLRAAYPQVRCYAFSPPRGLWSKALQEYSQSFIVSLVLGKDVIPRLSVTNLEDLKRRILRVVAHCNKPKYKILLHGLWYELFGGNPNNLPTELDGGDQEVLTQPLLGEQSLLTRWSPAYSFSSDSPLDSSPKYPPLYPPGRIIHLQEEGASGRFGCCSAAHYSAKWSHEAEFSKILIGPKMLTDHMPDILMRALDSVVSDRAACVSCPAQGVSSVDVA
# Rtt109 HAT inh: blocks Candida albicans Rtt109/Vps75 acetyltransferase activity | inhibition, % at 34.9 µM | 330,000 tested, 0.16% active | AID 540336 | purified Rtt109/Vps75, ThioGlo CoA-SH fluorescence, 4 h;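 active means inhibition of at least 50% in every replicate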
# cardiac RTF act: increases calcium sensitivity of human cardiac regulated thin filaments; activation, % at 7.2 µM; AID 493008; 340,000 tested, 0.24% active; IANBD-labeled TnC RTF fluorescence at EC20 calcium; 0% EC20 calcium, 100% full calcium; P19429+P45379;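 active means activation above the mean over all tested compounds plus 3 SD, cut at about 30% in these data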;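 further: rise in fluorescence read as greater calcium sensitivity of cardiac thin filaments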
# Keap1 Nrf2 FP: Keap1-Nrf2 (human) interaction inhibition | Keap1 Kelch-Nrf2 peptide fluorescence polarization, 1536-well | 340,000 tested, 0.15% active | AID 504523 | Q14145 | inhibition, % at 9.4 µM; in the data active means inhibition above about 12%;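 further: human Keap1 Kelch domain with fluorescein labeled Nrf2 9mer peptide probe; 0% = neutral control wells and 100% = peptide positive control; higher means more block of Keap1 binding to Nrf2 peptide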
# LANA DNA inh: KSHV C-LANA DNA binding inhibition; MBP-C-LANA/FAM-LBS DNA binding, fluorescence polarization; inhibition, % at 9 µM; 340,000 tested, 0.078% active;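 active means highest replicate inhibition at or above 60% at 9 µM, even if other replicates fall short; inactive means all replicates below 60% inhibition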;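 further: 0% = neutral control wells and 100% = 4 µM acridine orange control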
# CAL PDZ FP-1: inhibitors of human CAL PDZ peptide binding; purified CAL PDZ, TMR-peptide fluorescence polarization, 1 h; inhibition, % at 20 µM; 330,000 tested, 0.02% active; AID 504414;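 active means highest replicate inhibition of at least 40%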;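 further: plate controls were DMSO neutral control wells for no effect and unlabeled competitor peptide control wells for full effect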
#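 Control set: unlabelled peptide and DMSO controls / Material: purified CerCALP PDZ construct / Timing: 1 h incubation at room temperature before polarization reading / Doses: 20 µM, one dose / Detection: fluorescence polarization (mP)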
# CAL PDZ FP-2: blocks peptide binding to the human CAL PDZ domain | purified CAL PDZ, TMR-peptide fluorescence polarization, 1 h | inhibition, % at 24.9 µM | 300,000 tested, 0.92% active | AID 602252;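 active means mean inhibition of at least 30% with at least half of replicates also reaching 30%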;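 further: 0% = DMSO neutral control and 100% = excess unlabeled competitor peptide PRC23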
# SR-BI DiI-HDL act: enhances SR-BI lipid uptake from DiI-HDL | CHO ldlA[mSR-BI] cells, DiI-HDL uptake fluorescence, 3 h; 100 = double the neutral-control signal | activation, % at 12.5 µM | 320,000 tested, 0.096% active;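 active means mean replicate activation of at least 60% and every replicate at or above 60%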;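 further: 0% = median plate neutral-control signal and 100% = twice that signal; values of inactives mirror those of a sister screen read the other way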
#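 Test system: SR-BI-overexpressing, LDLR-lacking CHO cells; Medium: Ham's F12 with 0.5% BSA, HEPES 25 mM, pH 7.4; Schedule: 3 h, 37 °C; Technique: bottom-read fluorescence, 550/595 nm.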
# PKA-R2B act: PKA-R2B complex activation. activation, % at 11.4 µM. PKA-R2B holoenzyme dissociation, Cy5-IP20 fluorescence polarization; R2B truncated from residue 108, S112A mutant; 0% DMSO only, 100% 113 µM cGMP. AID 504700. 340,000 tested, 0.079% active;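 active means activation above a cutoff set at the mean over all compounds plus 3 SD, cut at about 18% in these data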;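 further: higher means more holoenzyme dissociation and a rise in polarization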
# Target sequence (P31323 whole entry, looked up, other chains not shown, the tested form may be a part): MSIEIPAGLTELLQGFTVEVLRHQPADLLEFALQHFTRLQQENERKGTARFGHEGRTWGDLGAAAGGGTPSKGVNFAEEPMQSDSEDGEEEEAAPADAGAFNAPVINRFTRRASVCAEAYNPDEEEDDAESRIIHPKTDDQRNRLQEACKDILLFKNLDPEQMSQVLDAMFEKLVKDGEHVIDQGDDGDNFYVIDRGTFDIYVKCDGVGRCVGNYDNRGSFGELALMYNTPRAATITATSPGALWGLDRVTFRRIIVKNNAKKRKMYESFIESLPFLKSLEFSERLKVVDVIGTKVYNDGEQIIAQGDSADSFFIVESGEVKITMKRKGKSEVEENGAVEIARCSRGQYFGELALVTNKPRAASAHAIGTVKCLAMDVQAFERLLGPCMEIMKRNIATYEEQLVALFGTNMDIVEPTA
# * hit, by the source's call; . = no result given.
smiles	RTF Ca sens inh	DAGLB inhibitor	Rtt109 HAT inh	cardiac RTF act	Keap1 Nrf2 FP	LANA DNA inh	CAL PDZ FP-1	CAL PDZ FP-2	SR-BI DiI-HDL act	PKA-R2B act
Cc1cc(C)nc(/N=C2/NC(=O)CS2)n1	-4	0	7	-1	-9	-1.1	0.9	-2	-7	-8
Cc1ccccc1S(=O)(=O)Cc1ccc(C(=O)O)o1	0	-1	-1	-1	-1	0.7	-0.7	-4	-14	-9
CCCCn1nnnc1NCc1cc(Cl)c(OC)c(OC)c1	-1	0	2	-7	-5	-1.1	-2.9	1	3	5
CCC(=O)N(c1nnc(SCC(=O)c2ccc[nH]2)s1)C1CC1	-4	-1	0	0	-4	-2.7	1.2	-3	-30	-5
CC(C)c1nnc(SCC(=O)NC2CCCC2)n1C	-23	2	-1	-4	-2	0.1	-1.7	-4	13	-1
O=C(O)C1=C(C2CCCCC2)C(=O)c2ccccc21	-10	-3	1	-6	-2	-2.1	0.5	-2	17	-12
CC(=O)n1cc([C@@H]2C=C(C(=O)N3CCN(Cc4ccccc4)CC3)O[C@H](OCc3ccc(CO)cc3)C2)c2ccccc21	-5	-1	0	12	-3	2.2	-1.5	-3	-1	-6
CC(NC(=O)C1CCN(c2nnc(N3CCCC3=O)s2)CC1)c1ccccc1 (centres undefined)	1	0	1	9	-4	-0.6	-1.2	.	18	-5
O=S1(=O)C=CC(Nc2ccccc2)C1 (centres undefined)	-2	2	23	1	-3	2.5	-4.3	-1	-1	-14
COC(=O)c1cn(C(=O)c2ccc(C)cc2)c2ccccc12	10	0	5	0	1	-0.2	-2.4	-2	-29	-19
COCCNCC(=O)C12CC3CC(CC(C3)C1)C2	-9	-1	-7	0	-1	-1.8	-2.7	-2	17	-11
Cc1cccc(NC(=S)NCCc2ccc3c(c2)OCCO3)c1C	-3	0	-4	-6	2	0.9	-0.3	-3	-22	1
COc1cccc(N2CC(C(=O)Nc3ccc(F)cc3)CC2=O)c1 (centres undefined)	1	-5	28	-1	7	0.1	-1.6	.	6	0
c1ccc(-c2nc(NCc3cccs3)c3ccccc3n2)cc1	-2	-4	18	3	-9	0.4	-2.6	-7	7	-8
CC(=O)N(CN1C(=O)CCC1=O)c1cccc(Cl)c1	-7	0	6	1	0	0.2	-0.5	5	-8	0
CC(C)Nc1nc(N)c(C(=O)C23CC4CC(CC(C4)C2)C3)s1	-13	1	3	-1	-5	-0.1	-0.8	.	7	-7
COc1ccc(N2CCN(CC(=O)c3c[nH]c4ccccc34)CC2)cc1	-5	-1	2	-4	-8	1.3	-2.8	-4	-30	5
COc1ccc(C(CNC(=O)c2cccc(S(=O)(=O)NCc3ccccc3)c2)N2CCOCC2)cc1 (centres undefined)	-5	-2	-7	6	-2	-0.3	-0.2	0	-9	-3
COc1ccc(OC)c(/C=C/C(=O)N(C)CC(=O)Nc2ccc(N3CCOCC3)cc2)c1	4	-1	-25	-2	0	8.6	-0.9	.	-22	-7
Cc1ccc(C)c(-c2nnc(NC(=O)CS(=O)(=O)c3ccccc3)o2)c1	2	4	.	-1	.	.	-1.6	-2	11	-4
O=C(NCC(O)c1ccc([N+](=O)[O-])cc1)C1CCCCC1 (centres undefined)	-3	0	6	-1	-3	0.1	-2.2	2	3	1
Cc1cccc(NS(=O)(=O)c2ccc(C(=O)NCC(c3ccccc3)N(C)C)cc2)c1C (centres undefined)	-2	4	6	-3	-4	-1.0	-1.3	-2	-2	3
CC(=O)N(c1ccc2oc(=O)sc2c1)S(=O)(=O)c1ccccc1	-5	10	67*	-1	1	-0.8	-0.1	-1	-12	-2
COc1ccc(S(=O)(=O)N(C)CC(=O)N2CCCC2)cc1	-6	0	0	-2	1	-0.3	-0.7	-3	.	-3

# Pulled one by one from the entries so far, 2 records:
smiles	RTF Ca sens inh	DAGLB inhibitor	Rtt109 HAT inh	cardiac RTF act	Keap1 Nrf2 FP	LANA DNA inh	CAL PDZ FP-1	CAL PDZ FP-2	SR-BI DiI-HDL act	PKA-R2B act
O=C(NCC(O)c1ccc([N+](=O)[O-])cc1)C1CCCCC1 (centres undefined)	-3	0	6	-1	-3	0.1	-2.2	2	3	1
COc1ccc(OC)c(/C=C/C(=O)N(C)CC(=O)Nc2ccc(N3CCOCC3)cc2)c1	4	-1	-25	-2	0	8.6	-0.9	.	-22	-7

# Records above that bear a hit mark in Rtt109 HAT inh:
SMILES,DAGLB inhibitor,Rtt109 HAT inh,cardiac RTF act,Keap1 Nrf2 FP,LANA DNA inh,CAL PDZ FP-1,CAL PDZ FP-2,SR-BI DiI-HDL act,PKA-R2B act
CC(=O)N(c1ccc2oc(=O)sc2c1)S(=O)(=O)c1ccccc1,10,67*,-1,1,-0.8,-0.1,-1,-12,-2

# Continued.
smiles	RTF Ca sens inh	DAGLB inhibitor	Rtt109 HAT inh	cardiac RTF act	Keap1 Nrf2 FP	LANA DNA inh	CAL PDZ FP-1	CAL PDZ FP-2	SR-BI DiI-HDL act	PKA-R2B act
O=C(c1ccccn1)N1CCN(S(=O)(=O)c2ccc3ccccc3c2)CC1	0	-1	-3	4	-3	0.2	-0.2	0	8	-3
CN1C(=O)N2CN(C3CCCCC3)CN3C(=O)N(C)C1C23 (centres undefined)	-11	0	0	3	2	1.5	-0.6	0	29	-1
Cc1ccc(S(=O)(=O)c2cc3cc(Br)ccc3oc2=O)cc1	8	-2	.	-6	-6	8.1	-2.4	1	7	8
CCOc1cc(C2C(C#N)=C(N)OC3=C2C(=O)CC(C)(C)C3)cc([N+](=O)[O-])c1O (centres undefined)	0	4	1	-6	1	-0.2	-2.4	2	5	0
CCN(Cc1cc2cccc(C)c2[nH]c1=O)C(=O)c1ccccc1OC	6	-1	-1	2	-3	1.0	-0.2	0	-7	0
CCN1CCN(C(c2cc(OC)ccc2OC)c2nnnn2Cc2ccccc2)CC1 (centres undefined)	-6	-1	-6	1	-4	-2.0	-0.6	54*	2	2
O=C(C1CCCN1S(=O)(=O)c1ccc(Cl)c(Cl)c1)N1CCCCC1 (centres undefined)	6	-2	-10	-2	-7	-2.0	-0.6	0	22	-2
Cc1ccc(C(=O)/C=C/c2ccccc2[N+](=O)[O-])cc1	4	-1	18	1	2	2.3	-0.9	6	-6	6
Cc1nc2ccccc2c(=O)n1NC(=O)c1ccccc1F	-1	-1	-11	-7	0	2.3	-0.8	-4	7	0
Cc1ccc([C@H]2C(C(=O)O)=CC[C@@H](c3ccc(C)cc3)N2S(=O)(=O)c2ccccc2C)cc1	-3	2	8	-3	-3	1.5	-1.6	-4	7	-3
NNC(=O)c1ccc(COc2ccc3ccccc3c2)cc1	-4	-10	1	-2	-2	-1.7	-0.7	3	.	-6
CC1(C)CC(NS(=O)(=O)c2cccc3ccccc23)CC(C)(C)N1	2	-1	-2	0	-7	0.7	1.2	-3	-2	3
CCC(C(=O)Nc1ccc(S(=O)(=O)N(C)C2CCN(C)CC2)cc1)c1ccccc1 (centres undefined)	-2	-1	-4	3	2	2.1	-1.7	-5	27	3
O=C(Nc1cccc(-c2cnc3ccccc3n2)c1)c1ccccc1	1	2	6	-2	1	-0.3	-0.9	.	-14	-5
CCC(NS(=O)(=O)c1ccc(OC)cc1)C(=O)NCCC1=CCCCC1 (centres undefined)	3	-2	3	-2	0	-0.7	-3.0	-1	1	1
COc1ccc(Nc2c3c(nc4ccccc24)CCC3)cc1	-5	-1	5	-2	0	-3.7	-2.9	-3	-7	-7
COc1ccc(NC(C)c2ccccc2)cc1 (centres undefined)	5	3	2	6	-1	0.5	-0.1	4	5	-8
CCCCn1c(SCc2nc3ccccc3s2)nc2ccccc2c1=O	6	-3	3	-3	2	0.0	-0.5	1	17	-4
COc1ccc(C2NC(c3ccc(OC)c(OC)c3OC)C(C)C(=O)C2C)c(OC)c1OC (centres undefined)	0	-1	7	5	1	-0.3	-0.7	9	-5	7
COc1ccc(NC(=O)C2CCN(c3nc(C)cc(C)n3)CC2)cc1	-9	-2	18	10	-1	0.6	-0.4	-2	17	-7
CCC(C)c1nc2ccsc2c(N2CCOC2=O)c1-c1ccccc1 (centres undefined)	4	-3	6	-4	1	1.6	0.0	0	24	4
O=C1N=C(N2CCCCC2)S/C1=C\c1ccc(Br)cc1	-6	1	1	0	-4	1.4	-1.0	-2	-1	6
O=c1[nH]c(=S)[nH]cc1Oc1ccc(Cl)cc1Cl	-15	2	2	3	-5	-0.7	-0.8	-3	28	-8
COc1cccc2cc(C(=O)NCc3ccccc3Cl)c(=O)oc12	-3	-2	4	-11	1	-0.6	-3.1	-18	-4	6
Nc1nc2ccc(NC(=O)c3ccco3)cc2s1	-11	0	-5	-1	-2	-1.0	-0.7	-7	16	-3
COc1ccc(-n2nc3c(c2NC(=O)COc2ccccc2F)CS(=O)(=O)C3)cc1	-5	-1	-2	-2	-2	0.3	-1.4	-1	18	-5
Cc1ccccc1Nc1nc2ccccc2n1C(C)C	-7	3	1	6	-4	-0.2	-0.5	-3	-25	-14
COc1ccc(CNS(=O)(=O)NCc2ccc(OC)c(OC)c2)cc1	2	1	.	-6	-2	-0.6	-1.5	-2	-2	-4
COc1cc(O)cc2c1[C@@H]1Oc3c(ccc(O)c3CC=C(C)C)[C@@H]1CO2	-6	-2	-3	7	-6	-1.9	-1.8	-6	-85	-13
O=C(NCC1OCCCN1S(=O)(=O)c1cc(F)ccc1F)C(=O)NC1CCCCC1 (centres undefined)	-1	0	-16	-3	-4	-0.8	-1.1	-2	-11	2
CC(=O)N1CCOc2ccc(S(=O)(=O)N3CCC(C(=O)Nc4ccccc4F)CC3)cc21	-9	1	-7	3	2	-1.1	-0.5	0	3	-7
O=C(C[C@@H]1C/C=C\CC[C@@H](Cc2ccc(F)cc2)C(=O)OC[C@@H]2CCCN2C1=O)N[C@H](CO)Cc1ccccc1	-6	-1	0	1	-1	-1.1	2.3	8	2	-2
CC(C)(C)NC(=O)C(c1ccccc1)N(C(=O)c1ccco1)C1CC1 (centres undefined)	-11	-1	-2	4	-6	1.7	-0.9	0	3	2
O=C(COc1ccccc1)N[C@@H]1c2ccccc2CC[C@@H]1OCc1ccccc1	-3	-8	-9	-3	-4	-0.9	0.1	2	3	-7
Cc1ccc(C2(c3ccccc3)NC(=O)N(CC(=O)NCc3ccccc3)C2=O)cc1C (centres undefined)	-8	0	-5	1	-5	1.2	-1.9	-3	-34	1
Cc1ccc(Cl)cc1NS(=O)(=O)c1c(C)[nH]c(=O)[nH]c1=O	-11	2	-4	-1	3	-1.2	0.1	-5	2	-9
Cc1cc([N+](=O)[O-])cc2c1NC(=O)C2(O)N1CCCC(C)C1 (centres undefined)	-10	-1	.	-7	-2	-1.1	-0.9	-3	-9	-8
CC1CCCCN1C/C=C/c1ccccc1[N+](=O)[O-] (centres undefined)	-3	0	3	-7	-1	0.1	-0.4	-2	.	-10
COCc1cc(=O)[nH]c(SCC(=O)Nc2ccccc2)n1	-4	-1	-1	5	4	-0.8	0.9	2	15	10
